Compound activity (PubChem)
CendR NRP1 mod – alters CendR peptide binding to human NRP-1 | O14786 | FAM-RPARPAR peptide binding to NRP-1, fluorescence polarization | inhibition, % at 25 µM | actives 0.85% (n = 360,000) | AID 602438;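 active = inhibition or corrected inhibition above about 18%, plus a signal ratio from 0.5 to 1.5, limit read from the data, passing the limit was not always enough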; also: strong numbers were not always called active
Target sequence (O14786 whole entry, looked up): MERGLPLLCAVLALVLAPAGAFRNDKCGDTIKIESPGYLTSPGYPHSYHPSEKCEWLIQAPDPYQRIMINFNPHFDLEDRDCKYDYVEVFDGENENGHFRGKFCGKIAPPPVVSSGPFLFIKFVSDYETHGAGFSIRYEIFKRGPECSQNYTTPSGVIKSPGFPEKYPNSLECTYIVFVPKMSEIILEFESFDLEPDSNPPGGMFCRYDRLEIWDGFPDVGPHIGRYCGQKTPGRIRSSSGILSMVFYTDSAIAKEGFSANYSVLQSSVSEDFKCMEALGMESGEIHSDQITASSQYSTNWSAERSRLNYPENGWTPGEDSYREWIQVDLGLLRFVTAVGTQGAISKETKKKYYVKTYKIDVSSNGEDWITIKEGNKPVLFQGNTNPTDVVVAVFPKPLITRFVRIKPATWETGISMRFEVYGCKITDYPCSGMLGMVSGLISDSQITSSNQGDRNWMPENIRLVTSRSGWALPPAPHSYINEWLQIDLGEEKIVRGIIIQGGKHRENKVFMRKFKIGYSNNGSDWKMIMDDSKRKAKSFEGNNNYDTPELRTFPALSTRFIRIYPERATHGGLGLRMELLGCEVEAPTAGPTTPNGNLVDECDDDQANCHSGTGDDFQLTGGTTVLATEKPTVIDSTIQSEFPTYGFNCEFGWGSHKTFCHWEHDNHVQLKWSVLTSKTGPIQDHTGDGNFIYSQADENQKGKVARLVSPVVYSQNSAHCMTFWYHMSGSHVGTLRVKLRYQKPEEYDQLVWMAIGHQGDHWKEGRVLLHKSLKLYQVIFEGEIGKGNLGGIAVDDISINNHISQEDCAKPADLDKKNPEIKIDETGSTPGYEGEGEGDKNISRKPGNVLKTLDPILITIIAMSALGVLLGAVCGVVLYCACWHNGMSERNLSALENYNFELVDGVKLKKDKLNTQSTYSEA
Rin1-Abl PPI inh – inhibitors of human Rin1-Abl protein interaction; actives 0.4% (n = 360,000); AID 588664; TR-FRET Rin1/Abl binding, biochemical; P00519+Q13671; inhibition, % at 7.35 µM; in the data active = inhibition above about 5%, passing the limit was not always enough
MT1-MMP act inh – MT1-MMP (human) activation inhibition; HT1080 RFP-PRO-GFP cells, GFP/RFP ratio fluorescence, overnight; percent of plate control window, DMSO zero; GFP/RFP ratio change, % at 20 µM; actives 0.061% (n = 360,000); AID 651647;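 active = GFP/RFP ratio change of at least 30% with cell ATP level not reduced by more than half and red fluorescence within 50% of control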; also: strong numbers were not always called active
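Material: RFP-PRO-GFP reporter HT1080 cells. Dosing: single-point 20 µM compound, 1% DMSO. Controls: DMSO and RFP-L50D-GFP cell wells. Timing: cells overnight before dosing, compound overnight, 37 °C, 5% CO2. Measure: GFP/RFP fluorescence ratio.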
MsrA act – bovine methionine sulfoxide reductase A activation. actives 0.3% (n = 360,000). activation, % at 10.6 µM. purified bovine MsrA, absorbance read-out; in the data active = activation above about 7.5%;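 also: 0% = vehicle and 100% = reference activator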
eLon inh – inhibits E. coli Lon protease; purified E. coli Lon protease, fluorescence polarization; inhibition, % at 7.94 µM; actives 0.42% (n = 360,000); P0A9M0; in the data active = inhibition above about 13%, passing the limit was not always enough;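 also: 0% = enzyme with probe and DMSO and 100% = no enzyme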
MLLE-PAM2 inh – blocks PAM2 peptide binding to the PABP1 MLLE domain; GST-MLLE / FITC-PAM2 fluorescence polarization; P11940; actives 0.36% (n = 360,000); inhibition, % at 20 µM; in the data active = inhibition above about 35%, passing the limit was not always enough;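 also: plate controls were DMSO wells with GST-MLLE for no effect and wells lacking GST-MLLE protein for full effect; some results filed as inactive read as strong as hits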
FAS-TE inh – FAS thioesterase (human) inhibition; recombinant FAS-TE, OMFH fluorogenic substrate, fluorescence endpoint; AID 602261; actives 0.67% (n = 360,000); inhibition, % at 15 µM; P49327;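 active = compounds whose normalised, plate-corrected inhibition of enzyme fluorescence in the single-dose primary screen is 50% or more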;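 also: 0% = DMSO with enzyme and 100% = substrate without enzyme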
SKN-1 inh – C. elegans SKN-1 inhibition; C. elegans VP596 Pgst-4::GFP/RFP ratio, acrylamide-induced, 24 h; inhibition, % at 21.8 µM; actives 0.49% (n = 360,000);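 active = interference check ratio from 0.5 to 1.5 plus GFP to RFP signal ratio inhibition reaching or exceeding a fixed threshold, cut at about 30% in these data, passing the limit was not always enough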; also: some compounds called inactive have numbers as strong as hits
Neddylation inh – cullin neddylation inhibition; TR-FRET cullin neddylation, biochemical; calls only at 25 µM; actives 0.58% (n = 360,000); AID 651699; in the data active = inhibition above about 36%
Numbers without * were called inactive; i = inactive; + = active, no number.

Molecule,CendR NRP1 mod,Rin1-Abl PPI inh,MT1-MMP act inh,MsrA act,eLon inh,MLLE-PAM2 inh,FAS-TE inh,SKN-1 inh,Neddylation inh
COc1cc(C2CC(=O)c3cnc(NC(=O)c4ccco4)nc3C2)cc(OC)c1OC (stereo not drawn),-1.0,1.0,3.6,-2.9,3.3,0.3,-2.4,8.0,i
O=C1CCCN2N=C(SCC(=O)Nc3ccc(Br)cc3)SC2=N1,2.9,3.0,4.9,-1.8,5.2,-1.4,-3.2,24.6,i
O=C(Oc1c(Br)cc([N+](=O)[O-])cc1Br)c1cccnc1,-10.2,-2.0,7.4,-9.3,3.5,2.4,-0.7,-13.5,i
COc1ccccc1N1CCN(C2CCN(S(=O)(=O)c3ccc(NC(C)=O)cc3)CC2)CC1,0.1,0.3,-3.8,-2.2,3.3,7.8,-0.7,-6.1,i
O=C(NCc1ccccc1)c1ccc(/C=N/O)nc1,-2.4,-2.0,-1.7,5.5,-10.4,0.6,-2.8,8.3,i
CC1CC2(CCCCC2)N2C(=O)C(=O)c3cccc1c32 (stereo not drawn),7.5,-3.1,-0.8,-2.0,-0.9,-4.2,6.4,7.2,i
COc1ccc(C(O)c2nc(-c3cc4ccccc4o3)cs2)cc1 (stereo not drawn),-6.9,0.4,-4.6,1.9,2.8,0.8,2.2,3.7,i
COC(=O)c1cccc(N(C(=O)c2cnccn2)C(C(=O)NC2CCCCC2)c2cn(C)nc2C)c1 (stereo not drawn),-1.0,-1.2,3.3,-0.8,3.7,12.3,-1.7,6.7,i
O=C(c1cc(S(=O)(=O)N2CCOCC2)ccc1F)N(CCc1ccccc1)Cc1ccccc1,20.6,-0.4,-7.4,-3.3,-1.9,-4.6,21.3,6.2,i
Cc1ccc2[nH]c3nc(SCC#N)nnc3c2c1,-6.0,2.4,10.2,-11.4,-0.3,3.8,-2.5,6.8,i
CCOC(=O)c1cnc(-n2cc(C)cn2)nc1Nc1ccccc1OCC,2.5,-6.5,-2.2,-0.8,-2.6,-2.8,25.9,-5.5,i
N/C(=N\OC(=O)CC1CCCCC1)c1ccccc1,-4.2,0.2,-3.3,-2.5,10.2,2.8,-6.6,-8.9,i
CCOc1ccc(CNC(=O)CCCc2cn(C)c3ccccc23)cc1,7.6,4.3,1.3,-1.7,-11.2,0.6,2.9,0.9,i
CCOc1ccc(OCC)c(NC(=O)CN2CCN(c3cccc(C)c3)C(C)C2)c1 (stereo not drawn),0.0,0.7,-21.7,-9.6,-8.7,-2.4,15.1,14.8,i
Cc1ccc(C2N(c3nccs3)C(=O)C3CCCN32)cc1 (stereo not drawn),0.3,4.4,-0.4,-4.2,-10.7,13.4,-8.3,17.2,i
O=C(c1cccc(Cl)c1)N1CCN(c2ncccn2)CC1,-5.1,-1.0,-0.9,-1.0,-3.3,5.8,-4.9,-2.3,i
O=C1OC(c2ccccc2)C(O)=C1c1ccccc1 (stereo not drawn),12.2,3.1,2.4,-1.6,-4.3,-0.5,-6.9,9.3,i
Cc1ccc(C)c2[nH]c(=O)c(CN(CCCN(C)C)C(=O)NCc3ccccc3)cc12,-5.0,-0.8,-5.5,0.3,7.9,-3.9,-3.9,-0.7,i
CC(=O)Nc1ccc(-c2nn[nH]n2)cc1,-11.0,-2.1,-1.2,-0.8,-10.5,18.4,-3.3,7.6,i
CC(C)c1nn(-c2cc(C(F)(F)F)ccn2)c(=O)o1,5.9,-1.5,3.3,-4.2,2.6,2.6,-8.7,0.8,i
O=C(CCC1CCCCC1)Nc1c[nH]c(=O)[nH]c1=O,3.0,3.1,-5.8,2.2,-8.2,0.7,-6.1,2.0,i
COc1cccc(NC(=O)N2C3CCCC2CC(NC(=O)C(C)(C)C)C3)c1 (stereo not drawn),9.3,0.6,0.3,-3.0,-3.1,-2.9,-5.0,16.5,i
CCOc1c(Br)cc(C(=O)OCC(=O)N2CCc3ccccc3C2)cc1OC,-0.8,2.7,3.0,-0.9,5.0,-0.9,28.3,-3.0,i
COc1ccc(OCC(=O)Nc2cccc3cccnc23)cc1,4.8,-6.3,0.6,-5.6,-3.2,4.8,29.3,11.5,i
CCOC(=O)C1CCN(C(=O)C2CCN(S(=O)(=O)c3ccc4c(c3)CC(C)N4C(C)=O)CC2)CC1 (stereo not drawn),-2.8,2.3,2.5,-8.0,-2.8,8.0,-7.3,0.6,i

Molecule,CendR NRP1 mod,Rin1-Abl PPI inh,MT1-MMP act inh,MsrA act,eLon inh,MLLE-PAM2 inh,FAS-TE inh,SKN-1 inh,Neddylation inh
CSc1ccccc1NC(=O)c1c(Br)cnn1C,-12.4,0.2,-0.4,-5.2,-9.5,-15.9,-8.2,-25.1,i
O=C(N=Nc1c(O)n(C2OC(=O)c3ccccc32)c2ccccc12)c1ccc(O)cc1 (stereo not drawn),4.9,0.5,6.6,1.1,-3.6,5.3,-6.1,0.2,i
COc1ccccc1NC(=O)C(C)Sc1nc(-c2ccccc2)cn1N (stereo not drawn),-0.5,-2.4,-0.1,-2.0,9.4,29.0,0.3,15.3,i
COc1ccc(OC)c2sc(NC(=O)C3CC3)nc12,-2.8,0.6,-5.1,-0.7,-4.7,-2.5,-5.5,0.6,i
CC(C)c1nnc(SCC(=O)NC2CCCCC2)n1C,1.3,1.9,-3.9,-2.7,-4.3,0.4,-1.7,13.9,i
COc1ccc(NS(=O)(=O)c2cc(C(=O)Nc3ccccc3C(=O)O)ccc2C)cc1,-10.2,-0.6,-2.2,-9.7,0.4,-2.4,4.8,-17.1,i
CCOc1ccc2c(c1)c(N=NC(N)=S)c(O)n2C,-1.8,-13.4,13.0,-3.1,-1.4,29.6,-7.2,-8.5,i
C=CCn1c(C)csc1=Nc1ccc(C(=O)O)cc1,7.1,3.2,-2.0,-2.1,-0.1,15.8,-3.8,-3.6,i
O=C1CCN(S(=O)(=O)c2ccc(Cl)cc2)CC1,5.5,-0.6,-0.6,-3.5,4.2,-1.5,-5.8,-5.5,i
CN(CCNC(=O)c1cc2c(=O)n(C)c3ccccc3c2n1C)Cc1ccccc1,4.2,1.6,1.3,-1.6,-3.0,0.6,-0.7,-2.3,i
CCN(c1ccccc1)S(=O)(=O)c1ccc(Cl)c(C(=O)OCC(=O)NC(=O)C(C)C)c1,3.2,2.1,-2.0,-2.4,3.9,-0.2,9.4,4.2,i
Cc1ccc(CN2C3=NCCCN3c3ccccc32)cc1,-8.7,-0.5,2.1,-1.7,-6.2,-8.5,-10.2,20.6,i
COc1ccc(-n2ncc3c2CC(C)(C)CC3NC(=O)CCN2CCCCC2=O)cc1 (stereo not drawn),-2.3,-1.3,2.5,-5.0,-8.3,-0.7,-4.9,-9.1,i
Cc1cc2nc(C3CCCN(C(=O)NCc4ccccc4)C3)[nH]c2cc1C (stereo not drawn),-7.8,-2.4,-3.6,-2.4,1.6,-7.7,-1.0,19.1,i
CC(c1ccco1)N(C(=O)c1ccccc1F)c1ccccn1 (stereo not drawn),0.2,-0.6,0.0,-3.5,3.5,-5.3,-14.3,-6.1,i
Cc1ccc(NC(=S)NC(=O)c2cccs2)cc1F,2.5,1.6,0.8,2.7,-6.5,26.0,12.3,-2.5,i
CCCc1nnc(NC(=O)CCCC(=O)O)s1,16.7,2.3,6.8,-7.7,-2.6,-9.4,-8.9,2.4,i
CCn1cc(CN2CCCC(C(=O)c3ccc(-c4ccccc4)cc3)C2)cn1 (stereo not drawn),11.0,0.4,3.5,-3.0,1.8,-9.7,0.3,-4.9,i
CC(Oc1ccc2ccc(=O)oc2c1)C(=O)N1CCOCC1 (stereo not drawn),2.2,-3.0,0.3,-1.3,11.6,2.3,-7.8,0.3,+
COc1cccc(C(=O)NC2CCN(CC(=O)Nc3cccc(C)c3C)CC2)c1,-0.8,2.9,3.5,-11.0,3.7,15.9,-6.9,3.2,i
COc1ccc(NC(=O)COC(=O)c2ccc3ccccc3n2)c(OC)c1,-10.2,0.7,4.4,1.2,-4.9,6.4,-3.8,3.7,i
COc1ccccc1NS(=O)(=O)c1cc(NC(=O)/C=C/c2cccs2)ccc1N1CCOCC1,-6.6,-4.6,3.5,-7.9,-4.9,-7.4,82.1*,23.5,i
N#CCSc1nnc(Cc2cccs2)n1C1CCCCC1,-10.6,-3.1,-9.9,-3.2,3.0,-12.6,-6.3,26.9,i
CCN(CC)C(=O)C(C)N(C#N)c1nc(C)cc(C)n1 (stereo not drawn),-7.9,0.9,1.5,-3.8,16.6,-7.3,-12.3,6.6,i
Cc1noc(C(=O)Nc2ccc(F)c(Cl)c2)c1Cl,10.0,2.0,3.4,-2.0,-2.5,-6.3,-0.4,-4.4,i

In the list so far, 4 have two or more sulfur atoms:
Molecule,CendR NRP1 mod,Rin1-Abl PPI inh,MT1-MMP act inh,MsrA act,eLon inh,MLLE-PAM2 inh,FAS-TE inh,SKN-1 inh,Neddylation inh
O=C1CCCN2N=C(SCC(=O)Nc3ccc(Br)cc3)SC2=N1,2.9,3.0,4.9,-1.8,5.2,-1.4,-3.2,24.6,i
Cc1ccc(NC(=S)NC(=O)c2cccs2)cc1F,2.5,1.6,0.8,2.7,-6.5,26.0,12.3,-2.5,i
COc1ccccc1NS(=O)(=O)c1cc(NC(=O)/C=C/c2cccs2)ccc1N1CCOCC1,-6.6,-4.6,3.5,-7.9,-4.9,-7.4,82.1*,23.5,i
N#CCSc1nnc(Cc2cccs2)n1C1CCCCC1,-10.6,-3.1,-9.9,-3.2,3.0,-12.6,-6.3,26.9,i

Additional results:
Molecule,CendR NRP1 mod,Rin1-Abl PPI inh,MT1-MMP act inh,MsrA act,eLon inh,MLLE-PAM2 inh,FAS-TE inh,SKN-1 inh,Neddylation inh
COCCN(C(=O)CSc1nc2ccccc2o1)c1c(N)n(Cc2ccccc2)c(=O)[nH]c1=O,-5.4,3.5,-1.8,-3.7,-10.6,-0.9,-3.6,-5.6,i
Cc1cccc(NC(=S)N2CCN(S(=O)(=O)c3ccc(F)cc3)CC2)c1,11.1,-3.5,0.0,-3.9,-5.4,-83.0,9.6,27.2,i
Cc1ccc(NC2CCCN(C(=O)c3cnc4ccccn4c3=O)C2)cc1C (stereo not drawn),3.8,-4.8,2.8,-3.4,3.5,0.6,-9.7,9.4,i
CC1CN(S(=O)(=O)c2ccc(C(=O)Nc3ccccc3F)cc2)CC(C)O1 (stereo not drawn),2.4,-1.4,2.2,-6.1,-4.0,-2.2,-8.3,14.0,i
COc1ccc(CNC(=O)Cn2cncn2)cc1OC,6.8,-4.8,-6.4,-6.0,-1.7,-9.9,-5.5,3.5,i
COCCn1c(SCC(=O)NC2CCCCC2)nnc1-c1ccco1,8.4,0.8,-2.3,-2.5,12.7,-1.8,-5.8,-11.0,i
COc1ccc(NC(=O)c2cc(-c3cc(F)ccc3OC)n[nH]2)c(OC)c1,-5.6,2.1,-4.6,-5.7,0.0,0.2,14.2,8.5,i
COc1ccc(CN2CCc3c([nH]c4ccccc34)C2)c(OC)c1C,1.3,-4.7,-5.2,-7.4,6.3,0.8,4.8,-10.2,i
Cc1nc2ccccc2c(=O)n1NC(=O)/C=C/c1ccc(Br)cc1,2.9,-0.7,0.0,-9.3,10.4,2.5,2.9,4.3,i
Cc1ccccc1NC(=S)N1CCOCC1,3.7,-4.0,0.8,-10.9,0.4,-14.9,-12.3,0.6,i
CC(=O)c1c(O)cc(=O)n(-c2ccccc2)c1-c1cccc2ccccc12,-2.4,1.6,-3.6,-10.0,-4.9,-2.1,-2.3,-1.7,i
